# Bioassay records from PubChem.
# HTT cytoprotect: Huntington cell model cytoprotection by ATP luminescence; Potency, µM (top dose mostly 56.4 µM), for the others: cytoprotection (ATP increase), actives largely listed as activators; PC12 HTT-Q103 induced, cytoprotection, ATP luminescence, 40 h; 0.14% of 230,000 active;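 note: % of control where 0% means no effect; nearly all actives have a fitted effect of over 45% in size; toxic huntingtin expression switched on by the ecdysone agonist tebufenozide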
#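 Stable PC12 Q103-GFP cells in serum-supplemented, phenol red-free DMEM; induction by tebufenozide at 100 nM final; compound dose series; cell viability quantified luminescently from ATP.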
# L3MBTL1 block: blocks human L3MBTL1; Potency, µM (series often up to 57.1 µM), for the others: at the top dose activity, negative = inhibition, actives largely listed as inhibitors; AID 485360; 0.66% of 230,000 active; AlphaScreen L3MBTL1–H3K9me1 peptide binding; Q9Y468; note: % is set by controls: 0 for no effect and ±100 for the full control effect; nearly all actives have a fitted effect of over 60% in size
#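 AlphaScreen proximity signal between nickel-chelate acceptor and streptavidin donor beads (final 10 ug/mL) reports binding of 50 nM L3MBTL1 to 75 nM biotin-H3 K9me1 peptide; complex incubated with compounds 30 min at room temperature; cefsulodin titration as control.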
# TexasRed fluor: counter-screen for TRb-SRC2 inhibitors: fluorescence interference | Potency, µM (titrated, usually from 106 µM), without a hit: at the top dose fluorescence change, negative = quenching | TRb/SRC2 Texas Red total fluorescence interference | 0.29% of 280,000 active | AID 1479; active = well fitted curve in either direction with a large enough effect; inconclusive = small, poorly fitted or top-dose-only effect; note: % is set by controls: 0 for no effect and ±100 for the full control effect
#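 Human TRb ligand-binding domain at 0.6 uM with 20 nM Texas Red SRC2 peptide in Tris buffer containing 1 uM T3 and 5% DMSO, incubated with compound 5 h at ambient temperature. Total fluorescence (555/632 nm) calculated as parallel + 2 × perpendicular.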
# RECQ1 helicase: inhibitors of human RECQ1 DNA helicase. P46063. 0.54% of 240,000 active. Potency, µM (series often up to 57.3 µM), for inactives: top-dose activity, negative = inhibition, hits mostly inhibitors. AID 2549. RECQ1 DNA unwinding, red fluorescence kinetic read;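 note: plate controls were vehicle for no effect and no enzyme for full effect; nearly all actives have a fitted effect of over 30% in size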
#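 50 nM RECQ1T1 preincubated 15 min with compound in Tris pH 8.0 buffer with MgCl2, DTT, Tween-20 and 2.5 ug/ml poly(dI-dC); started with 200 nM TAMRA/BHQ-2 forked duplex and 2 mM ATP. Unwinding read as fluorescence (525/598 nm), two reads 2 h apart.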
# TRb SRC2 PPI: disrupts binding of human TR beta to SRC2; Potency, µM (doses to about 106 µM), without a hit: at the top dose activity change, negative = inhibition, hits mostly inhibitors; TRbeta-SRC2 peptide binding, fluorescence polarization; receptor liganded with 1 µM T3; P10828; 0.065% of 280,000 active;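 note: plate controls were bound peptide for no effect and peptide without receptor for full effect; nearly all actives have a fitted effect of over 50% in size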
# Target sequence (P10828 whole entry, looked up): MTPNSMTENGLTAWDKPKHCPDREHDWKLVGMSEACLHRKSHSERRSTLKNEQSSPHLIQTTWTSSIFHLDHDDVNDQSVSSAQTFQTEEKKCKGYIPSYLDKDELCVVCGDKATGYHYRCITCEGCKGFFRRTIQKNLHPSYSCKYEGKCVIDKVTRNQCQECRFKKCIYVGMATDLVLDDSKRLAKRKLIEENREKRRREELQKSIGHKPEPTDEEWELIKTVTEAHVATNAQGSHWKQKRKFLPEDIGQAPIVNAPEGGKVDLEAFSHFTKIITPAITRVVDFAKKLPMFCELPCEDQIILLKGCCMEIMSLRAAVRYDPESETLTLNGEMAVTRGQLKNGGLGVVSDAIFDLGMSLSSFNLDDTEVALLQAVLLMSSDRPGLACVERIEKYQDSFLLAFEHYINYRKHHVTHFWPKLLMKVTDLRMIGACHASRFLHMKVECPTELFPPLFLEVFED
#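 Read-out is fluorescence polarization (555 nm excitation, 632 nm emission) of a Texas Red SRC2 coactivator peptide; loss of signal reflects blocked binding to human TRb ligand-binding domain in the presence of 1 uM T3.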
# Tau fluor cs: counter-screen for tau fibril formation inhibitors; tau K18 P301L Alexa594 fluorescence, heparin fibrillization; Potency, µM (highest dose often 57.7 µM), for the others: top-dose activity change, negative = decrease; 0.93% of 280,000 active; AID 1463; note: % is set by controls: 0 for no effect and ±100 for the full control effect; nearly all actives have a fitted effect of over 55% in size
#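 Human tau K18 P301L (15 uM unlabeled, 0.24 uM Alexa 594-labeled) in 100 mM sodium acetate pH 7 with 20 uM heparin, 6 hr at 37 C. ThT 30 uM added, 1 hr ambient; Alexa 594 FP and total fluorescence read at 555/632 nm.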
# Tau fibril ThT: inhibitors of human tau fibril formation, thioflavin T binding; P10636; Potency, µM (doses to about 57.4 µM), without a hit: at the highest dose activity, negative = inhibition, most hits filed as inhibitors; 2.1% of 270,000 active; recombinant tau K18 P301L, heparin-induced fibrillization, ThT fluorescence; note: % is set by controls: 0 for no effect and ±100 for the full control effect; nearly all actives have a fitted effect of over 55% in size
# Target sequence (P10636 561-689 P618L limits assumed): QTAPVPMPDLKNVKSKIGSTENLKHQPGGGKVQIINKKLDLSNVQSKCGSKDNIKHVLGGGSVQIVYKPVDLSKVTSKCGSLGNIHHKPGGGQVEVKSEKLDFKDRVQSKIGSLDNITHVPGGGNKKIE
#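 Fibril formation assay: tau K18 P301L at 15 uM with trace Alexa 594 label, heparin inducer 20 uM, pH 7 sodium acetate buffer, 37 C for 6 hr; endpoint ThT signal.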
# Tau fibril FP: blocks human tau fibril formation measured by polarization | P10636 | K18 P301L tau heparin fibrillization, Alexa594 FP, 6 h | Potency, µM (titrated, usually from 57.7 µM), for inactives: at the highest dose activity, negative = inhibition, actives largely listed as inhibitors | 0.39% of 280,000 active | AID 1468; note: % is set by controls: 0 for no effect and ±100 for the full control effect; nearly all actives have a fitted effect of over 55% in size
#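 Heparin (20 uM) drove fibril formation of recombinant tau K18 P301L, 15 uM unlabeled with 0.24 uM Alexa 594 label, for 6 hr at 37 C in 100 mM sodium acetate pH 7. Fluorescence polarization (555/632 nm) read 1 hr after 30 uM ThT.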
# An asterisk follows results filed as active; i = inactive; ? = inconclusive; nt = not tested or not shown; [ ] = dose if it differs, or a comment. Unless noted, calls come from the whole dose curve; as a rule, active = well fitted curve in the direction sought with a large enough effect; inconclusive = small, poorly fitted or top-dose-only effect, or another doubt; inactive = no such curve, though single readings can be large; an effect the other way counts as inactive or inconclusive. Potency is the fitted concentration of half-maximal effect. Some of the compounds tested (hit frequency here may not be typical).
Compound | TexasRed fluor | Tau fibril FP | Tau fluor cs | HTT cytoprotect | Tau fibril ThT | TRb SRC2 PPI | L3MBTL1 block | RECQ1 helicase
O=C1C(Cl)=C(N2CCCCC2)C(=O)C(Cl)=C1c1cnc(N2CCCCC2)s1 | -16% | 22µM* | ? | 6%[10 µM] | 16µM* | -13% | 18µM* | 16µM*
COc1ccc(C(=O)Nc2ccc3nc4n(c(=O)c3c2)CCCCC4)cc1OC | -2% | 0% | 4% | nt | 9% | 5% | nt | nt
CCc1ccc(CNC(=O)C2CCN(C(=O)N3CC(CC)Oc4ccc(C)cc43)CC2)cc1 (centres undefined) | -7% | -7% | -16% | nt | -4% | -3% | nt | nt
CC(=O)COc1ccc2c(-c3cccc([N+](=O)[O-])c3)cc(=O)oc2c1 | 0% | 5% | -9% | -33% | 1% | -6% | -6% | i
CC(C)(C)NC(=S)NCC1CC1 | -1% | 2% | 2% | 12%[10 µM] | -3% | 2% | 15% | i
Cc1cccc(C(=O)NNC(=O)c2ccc(-c3ccccc3)cc2)c1 | -5% | 1% | 3% | 13% | ? | -9% | -6% | -9%
Cc1ccc(NC(=O)CSc2ncc3c(n2)-c2ccccc2N(Cc2cccc(F)c2)S3(=O)=O)cc1F | -1% | ? | ? | nt | -1% | 1% | nt | nt
CCn1nnnc1SCC(=O)NCc1ccc2c(c1)OCO2 | 4% | -8% | -5% | 3%[1.9 µM] | -5% | -11% | -1% | -18%
CCOC(=O)C1=C(C)NC2=C(C(=O)CCC2)C1c1cc(OC)ccc1OC (centres undefined) | -2% | 3% | -4% | -3% | -5% | -15% | nt | i
C[C@]12C=CC(=O)C=C1CC[C@@H]1[C@@H]2C(=O)C[C@@]2(C)[C@H]1CC[C@]2(O)C(=O)CO | -1% | nt | nt | -15% | nt | -2% | -1% | -4%
Cc1cc(-n2c(C)nc3ccccc3c2=O)ccc1NC(=O)c1ccc([N+](=O)[O-])cc1 | -1% | ? | -26% | nt | -15% | -7% | nt | nt

# Full records as entered above. Order of screens: TexasRed fluor	Tau fibril FP	Tau fluor cs	HTT cytoprotect	Tau fibril ThT	TRb SRC2 PPI	L3MBTL1 block	RECQ1 helicase
# C[C@]12C=CC(=O)C=C1CC[C@@H]1[C@@H]2C(=O)C[C@@]2(C)[C@H]1CC[C@]2(O)C(=O)CO is listed with -1%	nt	nt	-15%	nt	-2%	-1%	-4%
# CCn1nnnc1SCC(=O)NCc1ccc2c(c1)OCO2 is listed with 4%	-8%	-5%	3%[1.9 µM]	-5%	-11%	-1%	-18%

# 4 of the compounds above, as labelled records.
SMILES: CC(=O)COc1ccc2c(-c3cccc([N+](=O)[O-])c3)cc(=O)oc2c1
- TexasRed fluor: 0%
- Tau fibril FP: 5%
- Tau fluor cs: -9%
- HTT cytoprotect: -33%
- Tau fibril ThT: 1%
- TRb SRC2 PPI: -6%
- L3MBTL1 block: -6%
- RECQ1 helicase: i
SMILES: CC(C)(C)NC(=S)NCC1CC1
- TexasRed fluor: -1%
- Tau fibril FP: 2%
- Tau fluor cs: 2%
- HTT cytoprotect: 12%[10 µM]
- Tau fibril ThT: -3%
- TRb SRC2 PPI: 2%
- L3MBTL1 block: 15%
- RECQ1 helicase: i
SMILES: Cc1cccc(C(=O)NNC(=O)c2ccc(-c3ccccc3)cc2)c1
- TexasRed fluor: -5%
- Tau fibril FP: 1%
- Tau fluor cs: 3%
- HTT cytoprotect: 13%
- Tau fibril ThT: ?
- TRb SRC2 PPI: -9%
- L3MBTL1 block: -6%
- RECQ1 helicase: -9%
SMILES: Cc1ccc(NC(=O)CSc2ncc3c(n2)-c2ccccc2N(Cc2cccc(F)c2)S3(=O)=O)cc1F
- TexasRed fluor: -1%
- Tau fibril FP: ?
- Tau fluor cs: ?
- HTT cytoprotect: nt
- Tau fibril ThT: -1%
- TRb SRC2 PPI: 1%
- L3MBTL1 block: nt
- RECQ1 helicase: nt
